Lipid storage S3 – qHTS Assay for Lipid Storage Modulators in Drosophila S3 Cells | Drosophila S3 cells, BODIPY lipid droplet fluorescence, 18-24 h; cells fed with added oleic acid | lipid storage change, negative = inhibition, % at the top dose, mostly 46.1 µM; hits show Potency in µM | 320,000 tested, 0.64% active; active = well fitted inhibition curve with a large enough effect in the signal ratio, with a control signal flat, not every such curve was filed as active; inconclusive = small, poorly fitted or top-dose-only effect, or effect the other way, or a change in a side signal; the % refers to the signal ratio
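Laser-scanning cytometry quantifies lipid droplet accumulation (500–530 nm total intensity; droplet/cell object ratio) in oleic acid-fed (400 uM added) Drosophila S3 cells treated with a concentration series. 20 uM Triacsin C defined 100% inhibition.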
Lipid storage S3 cell count max – further read-out of Lipid storage S3, marked with its call; cell number change, %; measured here: cell count max response;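 cells counted by Cell Tracker Red CMTPX staining in the red channel; peak over a dose series mostly up to 46.1 µM; percent activity relative to internal control wells on each plate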
The depositor's hits bear a star; i = inactive; ? = inconclusive; nt = not tested or not shown. % is scaled to controls: 0 for no effect and ±100 for the full control effect; potency is read from the fitted curve at half-maximal effect.

The opening 6 entries, ahead of the listing:
Values run as follows: Lipid storage S3	Lipid storage S3 cell count max
O=C(NCc1cccnc1)C(=O)NCC1OCCN1S(=O)(=O)c1ccccc1 (stereo unspecified)
  15%	2
COc1cc2c(cc1OC)CN(Cc1cccs1)CC2
  ?	nt
CCCOC(=O)/C(=C\C=C\c1ccccc1)NC(=O)c1ccccc1
  2%	-12
CC1CCCCN1c1nc(-c2ccncc2)nc2ccccc12 (stereo unspecified)
  ?	nt
CCN(CC)S(=O)(=O)c1ccc(O)c(C(=O)OCC(=O)Nc2cc(C)c(C)cc2[N+](=O)[O-])c1
  -12%	2
Cc1ccc2c(c1)N(CC(=O)NC(C)CCc1ccccc1)C(=O)c1cccnc1O2 (stereo unspecified)
  ?	nt

The whole of this part, from the start:
Values run as follows: Lipid storage S3	Lipid storage S3 cell count max
O=C(NCc1cccnc1)C(=O)NCC1OCCN1S(=O)(=O)c1ccccc1 (stereo unspecified)
  15%	2
COc1cc2c(cc1OC)CN(Cc1cccs1)CC2
  ?	nt
CCCOC(=O)/C(=C\C=C\c1ccccc1)NC(=O)c1ccccc1
  2%	-12
CC1CCCCN1c1nc(-c2ccncc2)nc2ccccc12 (stereo unspecified)
  ?	nt
CCN(CC)S(=O)(=O)c1ccc(O)c(C(=O)OCC(=O)Nc2cc(C)c(C)cc2[N+](=O)[O-])c1
  -12%	2
Cc1ccc2c(c1)N(CC(=O)NC(C)CCc1ccccc1)C(=O)c1cccnc1O2 (stereo unspecified)
  ?	nt
COc1ccc(NC(=O)CNC(c2ccccc2)c2ccccc2)cc1Cl
  ?	nt
Cc1ccccc1OCC(=O)OCC(=O)N1CCCc2ccccc21
  i	nt
CCOCC(=O)Nc1c(C(=O)Nc2ccc(OC)cc2OC)oc2ccccc12
  ?	nt
CC1(C)CC(NC(=O)CC2CCCCC2)CC(C)(C)N1
  ?	nt
O=C(CC(=O)Nc1ccccc1[N+](=O)[O-])Nc1ccccc1[N+](=O)[O-]
  ?	nt
CC1CN(CCOc2ccccc2-c2ccccc2)CC(C)O1 (stereo unspecified)
  16%	15
CCN(CC)S(=O)(=O)c1ccc(Cl)c(NC(=O)c2ccc(C#N)cc2)c1
  ?	nt
NC(=O)Cc1nc(-c2ccccc2)cs1
  2%	3
O=C(NCC(=O)N1CCN(C/C=C/c2ccccc2)CC1)c1ccc(OC(F)F)cc1
  ?	nt
O=C(COc1ccc(Cl)cc1Br)NC1CC1
  ?	nt
Cc1cccc(C)c1NC(=S)NN1CCN(C)CC1
  23µM*	-31*
COc1ccccc1CN1CC(C(=O)NCCc2ccccc2Cl)CCC1=O (stereo unspecified)
  ?	nt
O=C(N/N=C/c1ccc(OC(F)F)cc1)c1cccc(S(=O)(=O)N2CCOCC2)c1
  ?	nt
CC(=O)N(c1ccccc1)C(C)c1nc(C#N)c(C#N)nc1C (stereo unspecified)
  ?	nt
O=c1[nH]c2cc3c(cc2cc1C(c1nnnn1CC1CCCO1)N1CCCCCC1)OCO3 (stereo unspecified)
  3%	9
CCC1SC(CC)C(=O)N(CC(=O)NC2CCCCC2)C1=O (stereo unspecified)
  ?	nt
O=C(O)CCCC(=O)Nc1ccccc1C(=O)O
  ?	nt
O=C(OCC(=O)N1CCCCCC1)c1ccccc1Br
  11%	-7
CN(C)CCNc1ccc(Cl)cc1[N+](=O)[O-]
  11%	13
CCOc1cc(/C=C(\C(=O)O)c2ccc(S(=O)(=O)N3CCCC3)s2)ccc1OC
  ?	nt
N#Cc1ccc(NC(=O)Cn2cnc(S(=O)(=O)N3CCc4ccccc43)c2)cc1
  ?	nt
O=C(CCc1nc(-c2ccccc2F)no1)Nc1ccc(Oc2ccccc2)cc1
  ?	nt
COc1ccc(-c2c(C#N)c(N)n(N)c(=O)c2C#N)cc1Cl
  12%	nt
COc1ccc(S(=O)(=O)c2ccc(O)cc2)cc1
  ?	nt
COc1ccccc1NC(=O)C1CCCCN1S(=O)(=O)c1ccc(F)cc1 (stereo unspecified)
  ?	nt
Cn1c(=O)c2c(SCC(=O)Nc3cccc(F)c3)nc(-c3ccco3)nc2n(C)c1=O
  ?	nt
COc1ccc(N=Nc2ccc(N)nc2N)cc1
  -1%	9
O=C1c2ccccc2C(=O)N1CC(=O)N1c2ccccc2Sc2ccccc21
  ?	nt
Cc1cc2nc(Cl)c(Cl)nc2cc1C
  ?	nt
Cc1cc(C(=O)COC(=O)c2ccc[nH]c2=O)c(C)n1CCc1ccc(F)cc1
  ?	nt
CCn1c(=O)n(CC)c2cc(N3CCCC3)c(NC(=O)c3ccccc3C)cc21
  i	21
CSCCCNC(=S)N1CCN(S(=O)(=O)c2cccc(C(F)(F)F)c2)CC1
  i	nt
O=C(Nc1nnc(S(=O)(=O)N2CCOCC2)s1)c1ccc(Cl)cc1
  10%	22
O=C1C(=O)N(CCS(=O)(=O)c2ccccc2)c2ccc(F)cc21
  ?	nt
CC1=C(C(=O)OC(C)C)C(c2cccs2)C(C(=O)OC(C)C)=C(C)N1
  ?	nt
O=c1[nH]nc(SCc2nnc(-c3ccc([N+](=O)[O-])cc3)o2)n1C1CCCCC1
  ?	nt
COCCNC(=O)CN(c1cccc(OC)c1)S(=O)(=O)c1ccc(C)cc1
  8%	-1
Cc1ccc(N2C(=O)C(CN3CCOCC3)C2c2ccccc2)cc1 (stereo unspecified)
  10%	2
O=C(Nc1ccc(F)cc1F)c1ccc(-n2cncn2)nc1
  i	nt
CCN1CCN(C(=O)CCCn2c(C)c3cnn(-c4ccccc4)c(=O)c3c2C)CC1
  ?	nt
Cc1ccccc1C(=O)NC(=S)NCCC1=CCCCC1
  ?	nt
CCN(CC)S(=O)(=O)c1ccc2c(c1)c(=O)c(C(=O)NCCCN(C)c1ccccc1)cn2C
  ?	nt
NC(=O)c1oc2ccccc2c1NC(=O)c1ccc([N+](=O)[O-])o1
  i	-10
CSc1ccc(S(=O)(=O)N2CCC(C(=O)Nc3cccnc3)CC2)cc1
  ?	nt
CCn1ccnc1CN1CCN(CC=C(C)C)C(CCO)C1 (stereo unspecified)
  -4%	-10
CCNC(=O)COC(=O)c1cc(S(=O)(=O)N2CCCCC2)ccc1C
  ?	nt
O=C(NCCCN1CCCC1=O)C1CCN(S(=O)(=O)c2ccc(Cl)cc2)CC1
  -1%	-6
O=C(CCCCCCCCCCC(=O)NCc1cccnc1)NCc1cccnc1
  0%	8
COc1ccc(-n2nc(C(=O)NCC(=O)N3CCN(c4ccccc4)CC3)c3ccccc3c2=O)cc1OC
  ?	nt
CNC(=O)COC(=O)c1cc(-c2ccccc2)nn1-c1ccccc1
  ?	nt
Cc1coc2c(C)c3oc(=O)c(CCC(=O)NCCCn4ccnc4)c(C)c3cc12
  ?	nt
O=C(O)CCC(=O)Nc1ccc(/C=C/C(=O)C2CC2)cc1
  4%	1
CN(CC1CCCN(CCc2cccc(C(F)(F)F)c2)C1)C(=O)c1cc2ccccc2o1 (stereo unspecified)
  i	-9
O=C(COC(=O)CCN1C(=O)c2cccc([N+](=O)[O-])c2C1=O)NC1CCS(=O)(=O)C1 (stereo unspecified)
  ?	nt

Three entries out of the list, ordered by count of non-hydrogen atoms, smallest number first.
Values run as follows: Lipid storage S3	Lipid storage S3 cell count max
NC(=O)c1oc2ccccc2c1NC(=O)c1ccc([N+](=O)[O-])o1
  i	-10
CCN1CCN(C(=O)CCCn2c(C)c3cnn(-c4ccccc4)c(=O)c3c2C)CC1
  ?	nt
CCN(CC)S(=O)(=O)c1ccc2c(c1)c(=O)c(C(=O)NCCCN(C)c1ccccc1)cn2C
  ?	nt

(further entries)
Values run as follows: Lipid storage S3	Lipid storage S3 cell count max
COc1ccc(S(=O)(=O)N2CCOC2CNC(=O)C(=O)NCc2ccncc2)cc1 (stereo unspecified)
  i	-15
CC(=O)Nc1cc2c3c(c1)CC(=O)N3CCC2
  ?	nt
O=C(CSc1cccc[n+]1[O-])c1ccc(Cl)s1
  -21%	13
CC(C)Cn1cnc2c1c(=O)[nH]c(=O)n2Cc1ccccc1
  i	nt
CCCCOP(=O)(c1ccc(N(C)C)cc1)C(O)c1cc(OC)ccc1OC (stereo unspecified)
  i	nt
COC(=O)CN1C(=O)[C@H]2[C@@H](c3ccc(C)o3)N3C(=O)CN(CC4CC4)C(=O)[C@@]3(C)[C@H]2C1=O
  ?	nt
Cc1ccc2nc(NC(=O)COC(=O)c3ccccn3)sc2c1
  ?	nt
CCOc1ccc(NC(=O)C2CCN(S(=O)(=O)c3ccc4c(c3)NC(=O)C(C)S4)CC2)cc1 (stereo unspecified)
  1µM*	nt
COc1ccccc1CCC(=O)NNC(=O)c1ccncc1
  ?	nt
CCCCC[C@H]1CN(C2CCCCC2)C(=O)[C@@H]1CC(=O)NCc1ccc(OC)cc1
  ?	nt
O=C(CCN1C(=O)/C(=C/c2cccs2)SC1=S)Nc1ccc(C(=O)O)cc1
  ?	nt
COC(=O)c1ccccc1NC(=O)c1ccccc1NS(C)(=O)=O
  10%	-3
Cc1ccc(N2CC(NC(=O)C(=O)c3c(C)[nH]c4ccccc34)CC2=O)cc1 (stereo unspecified)
  ?	nt
O=C(COc1ncnc2ccccc12)NCCc1ccc(F)cc1
  -4%	28
CN1CCN(C(=O)c2ccc(COc3cc(Cl)ccc3Cl)o2)CC1
  i	1
COc1ccc(-c2ccnc(SCC(=O)c3ccc(OC)c(OC)c3)n2)cc1
  ?	nt
COCCNS(=O)(=O)c1cc(F)ccc1OC
  ?	nt
C=C(C)C1CC=C(C)/C(=N/NC(=O)COc2cccc3ccccc23)C1 (stereo unspecified)
  0%	-3
CN(c1ccc(S(=O)(=O)N2CCOCC2)cn1)C1CCCCC1
  ?	nt
COC(=O)C1=C(C)Nc2[nH]c(=S)[nH]c(=O)c2C1c1ccc(OC)cc1 (stereo unspecified)
  9%	2
O=C(CN(Cc1ccc(Br)cc1)S(=O)(=O)c1ccccc1)NCc1ccccn1
  i	18
COc1ccc(-c2c(C)nn3c(N4CCC5(CC4)OCCO5)cc(C)nc23)cc1OC
  ?	nt
Cc1ccc(-c2nc3ccccc3s2)cc1S(=O)(=O)N1CCOCC1
  ?	nt
Cc1ccc(CN2C(=O)CSc3ccc(C(=O)NC4CC4)cc32)cc1
  i	-17
O=C(O)CCCCCn1c(SCc2cc(=O)n3ccccc3n2)nc2ccsc2c1=O
  -10%	2
COc1ccc(-c2nc(-c3ccccn3)no2)cc1
  ?	nt
COc1ccc(CCNC(=O)CN(C2CCCCC2)S(C)(=O)=O)cc1OC
  i	nt
CN(C)S(=O)(=O)c1ccc(C(=O)NCC[N+]2(C)CCCCCC2)o1
  18%	2
CC(C)(C)NC(=O)NC(=O)COc1ccccc1C#N
  ?	nt
O=C(OCc1ccc(C(=O)c2ccccc2)cc1)c1cccc(-c2nnc(-c3ccccc3)o2)c1
  -38%	nt
CCC(c1nc2ccccc2c(=O)n1-c1nc2ccccc2s1)N1C(=O)c2ccccc2C1=O (stereo unspecified)
  ?	nt
O=C(O)CCCC(=O)N1CCOCCOCCOCCOCC1
  -7%	22
O=C(O)c1ccc(C(=O)Nc2cccc(NC(=O)C3CCCO3)c2)cc1 (stereo unspecified)
  ?	nt
CCOc1ccccc1C1C(C(N)=O)=C(C)Nc2nc(-c3ccc(OC)cc3)nn21 (stereo unspecified)
  -11%	-12
Cc1ccc(CN2CCN(/N=C/c3ccc(C(=O)O)cc3)CC2)cc1
  17%	-3
COc1ccc(-c2cn(-c3ccc(C)cc3C)c(=O)[nH]2)cc1OC
  ?	nt
S=C1COC(c2ccccc2)N1c1ccccc1 (stereo unspecified)
  4%	3
Cc1cccc(NC(=O)CC(=O)Nc2cccc(C)c2)c1
  0%	-25
Cc1ccc(S(=O)(=O)N2CCN(S(C)(=O)=O)C2)cc1
  -6%	4
N#CC1=C2SCN(Cc3ccco3)CN2C(=O)CC1c1ccc(Cl)cc1 (stereo unspecified)
  15%	-17
Cc1ccc(/C=C/C(=O)c2nc3ccccc3[nH]2)cc1
  ?	nt
COc1ccc(C(=O)c2sc(Nc3ccccc3)nc2C)cc1
  ?	nt
CC(C)C(=O)Nc1ccc(C(=O)NCc2cccnc2)cc1
  1%	5
CCc1nnc(NS(=O)(=O)c2ccc(NC(=O)/C=C/C(=O)O)cc2)s1
  ?	nt
CCc1oc(C(=O)OC)cc1CSC(=N)N
  -4%	-4
N/C(=N\OS(=O)(=O)c1ccccc1)c1ccccn1
  ?	nt
Cc1nnsc1C(=O)NC(=O)Nc1ccc(F)c(Cl)c1
  7%	nt
Cc1ccc(-c2cc(-c3ccccc3Cl)[nH]n2)c(O)c1
  ?	nt
CC1C2CC(C(CN(C)C)/C2=N/O)C1(C)C (stereo unspecified)
  ?	nt
Cn1c(Cc2ccc(Cl)cc2)nnc1SCC(=O)NC1CC1
  13%	-9
Cc1c(C(=O)N(Cc2ccccc2Cl)C2CCS(=O)(=O)C2)oc2ccccc12 (stereo unspecified)
  ?	nt
Cc1ccc(S(=O)(=O)Nc2nc(CN3CCOCC3)nc3sc(C)c(C)c23)cc1
  ?	nt
CCOC(=O)CSc1nc(-c2ccccc2)nc2ccccc12
  4%	3
COc1cc(C)ccc1OCC(=O)Nc1ccc2c(c1)OCO2
  ?	nt
CN(C)/C=c1\sc2c(C#N)cc(C(=O)c3ccc(Br)cc3)n2c1=O
  ?	nt
O=C(Nc1ccccc1F)C1COc2ccccc2O1 (stereo unspecified)
  i	nt
COc1cc(C(=O)NCc2nnc(SCC(=O)N3CCCCCC3)o2)cc(OC)c1OC
  ?	nt
O=C(CSc1nc2ccccc2s1)N1CCN(C(=O)c2ccco2)CC1
  i	nt

Not all compounds are listed; the hit share may differ from the screen's.
